ARFGAP1 inh = inhibitors of rat ARFGAP1; 360,000 tested, 0.26% active; Arfgap1-stimulated ARF1 GTP hydrolysis, GDP FP detection; inhibition, % at 16.5 µM; Q62848;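 active = inhibition above a per-plate limit, mean inhibition of low control wells plus 3 SD, cut at about 25% in these data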;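 also: 0% = DMSO wells with enzyme and 100% = wells lacking Arfgap1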
Target sequence (Q62848 1-136 limits assumed): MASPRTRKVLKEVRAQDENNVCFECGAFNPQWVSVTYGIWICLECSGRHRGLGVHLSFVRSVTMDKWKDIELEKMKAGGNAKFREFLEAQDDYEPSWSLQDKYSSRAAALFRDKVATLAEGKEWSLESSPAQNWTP
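System: truncated rat Arfgap1 GAP domain / Benchmarks: high control wells lacking Arfgap1, low control full reaction with DMSO / Times: compound-enzyme preincubation 20 min, reaction 120 min, detection 60 min, 25 °C / Repeats: one replicate per compound / Also added: human ARF1(Δ1-17)-GTP substrate / Measured by: Tracer-displacement fluorescence polarization with EDTA stop, 620/688 nm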
NPR2 activator = GC-B (human) receptor activation. P20594. HEK293-GC-B cells, CNP EC30, cGMP TR-FRET; 0% at EC30 CNP, 100% saturating CNP. activation, % at 10 µM. 370,000 tested, 0.11% active. AID 1920062;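 active = activation at 10 µM reaching about 35% in either raw or pattern-adjusted values, limit read from the data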
ABHD4 inh = inhibitors of mouse ABHD4; AID 720543; 370,000 tested, 0.54% active; purified mABHD4, FP-Rh probe fluorescence polarization; Q8VD66; inhibition, % at 8.92 µM;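 active = inhibition exceeding the mean over every tested compound plus 3 SD, cut at about 30% in these data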;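 also: 0% = plate median of compound wells and 100% = S159A mutant with DMSO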
Target sequence (Q8VD66 whole entry, looked up): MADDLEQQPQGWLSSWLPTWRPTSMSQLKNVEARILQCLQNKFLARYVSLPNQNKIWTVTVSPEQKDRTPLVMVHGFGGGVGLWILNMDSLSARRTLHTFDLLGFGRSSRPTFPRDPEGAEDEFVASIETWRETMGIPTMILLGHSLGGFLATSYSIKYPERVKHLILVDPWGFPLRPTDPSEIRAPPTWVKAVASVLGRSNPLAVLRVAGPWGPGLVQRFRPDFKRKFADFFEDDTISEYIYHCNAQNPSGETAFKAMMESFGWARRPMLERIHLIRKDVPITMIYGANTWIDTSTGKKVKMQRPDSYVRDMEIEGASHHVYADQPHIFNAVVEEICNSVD
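system = mouse ABHD4 enzyme, wild type | medium = HEPES pH 7.0, NaCl, Pluronic buffer | also added = FP-Rh probe | incubation = Enzyme–compound pre-incubation 45 min, then probe 60 min, both 25 °C | technique = fluorescence polarization, excitation 525 nm, emission 598 nm, BODIPY TMR filters | controls = S159A mutant high control, sample median low control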
SMARCA2 act = SMARCA2 function activation, primary screen. MG213 cells, MMTV-luciferase reporter, dexamethasone, overnight. activation, % at 9.1 µM. 370,000 tested, 1% active. AID 652017; in the data active = activation above about 7.8%;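 also: 0% = vehicle wells and 100% = reference activator wells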
ASAP1 GAP inh = inhibitors of human ASAP1 ArfGAP activity; ASAP1-stimulated ARF1 GTP hydrolysis, GDP FP detection; AID 624377; inhibition, % at 16.5 µM; Q9ULH1; 360,000 tested, 0.19% active; in the data active = inhibition above about 25%;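 also: 0% = vehicle with enzyme and substrate and 100% = no enzyme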
Target sequence (Q9ULH1 325-724 limits assumed): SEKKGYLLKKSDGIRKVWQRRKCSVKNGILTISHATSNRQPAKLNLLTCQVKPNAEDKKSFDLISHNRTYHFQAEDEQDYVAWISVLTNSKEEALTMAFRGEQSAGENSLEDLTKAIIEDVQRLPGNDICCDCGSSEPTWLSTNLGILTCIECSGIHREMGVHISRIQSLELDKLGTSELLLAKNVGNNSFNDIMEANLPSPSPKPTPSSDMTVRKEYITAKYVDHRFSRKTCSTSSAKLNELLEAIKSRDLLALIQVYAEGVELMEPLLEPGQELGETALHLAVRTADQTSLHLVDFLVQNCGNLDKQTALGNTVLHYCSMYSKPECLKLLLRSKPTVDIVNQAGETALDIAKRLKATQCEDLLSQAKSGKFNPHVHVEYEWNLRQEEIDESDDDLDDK
GC-A act = GC-A (human) enzyme activation. AID 1671463. 370,000 tested, 0.14% active. HEK293 GC-A cells, cGMP TR-FRET, EC30 ANP; 0% at EC30 ANP, 100% saturating ANP. activation, % at 10 µM; in the data active = activation above about 40%
PG9 Ab binder = PG9 antibody binding by small molecule. TR-FRET gp120-PG9 antibody binding. 360,000 tested, 0.43% active. AID 624416. inhibition, % at 6.7 µM; in the data active = inhibition above about 8.5%
rCAG binder = binds r(CAG) RNA repeats | r(CAG) RNA repeat, TO-PRO-1 dye displacement fluorescence | inhibition, % at 3 µM | 370,000 tested, 1.3% active;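 active = inhibition above the plate cutoff, the mean of all test compounds on that plate plus 3 SD, cut at about 35% in these data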;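 also: 0% = DMSO alone and 100% = 100 µM mitoxantrone as full dye displacement; higher means more dye released from RNA so lower well fluorescence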
NR1D1 modulator = modulates human Rev-erb alpha binding to DNA; Rev-erbα–FITC-DNA binding, fluorescence polarization, 90 min; activity, % at 10 µM; 370,000 tested, 0.79% active; AID 1259318;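 active = activity above about 14%, limit read from the data; passing the limit was not always enough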;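 also: 0% = DMSO wells with 35 nM protein and 100% = DMSO wells with 750 nM protein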
HTRA1 inh = inhibitors of human serine peptidase HTRA1; inhibition, % at 5.96 µM; recombinant HTRA1, FP-rhodamine activity-based probe, fluorescence polarization; 340,000 tested, 0.5% active; in the data active = inhibition above about 36%;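 also: 0% = enzyme with DMSO and 100% = wells lacking enzyme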
Numbers without * were called inactive; . = not tested or not shown.

SMILES	ARFGAP1 inh	NPR2 activator	ABHD4 inh	SMARCA2 act	ASAP1 GAP inh	GC-A act	PG9 Ab binder	rCAG binder	NR1D1 modulator	HTRA1 inh
CC(C)OCCCNS(=O)(=O)c1ccc2c(c1)oc(=O)n2C	-3	-2	-5	-1	4	1	-2.1	2	7	-3
COCCN(C(=O)CSc1cc(C)c2ccccc2n1)c1c(N)n(CC(C)C)c(=O)[nH]c1=O	-9	0	3	-1	-8	4	-0.7	3	1	-3
COC(=O)C[C@@H]1CC[C@H]2[C@H](COc3ccc(NC(=O)c4cccc(C(F)(F)F)c4)cc3C(=O)N2C)O1	.	1	-2	0	.	4	.	4	-5	.
CC(C(=O)NCC1CCCCC1)N(C)Cc1ccc(Br)cc1 (centres undefined)	10	-6	-1	-1	7	-5	0.9	-5	1	-9
CC(=O)Nc1ccc(SCCCC(=O)c2ccccc2)cc1	-7	-3	-3	5	17	-4	0.1	3	-4	-15
COc1ccc(NC(=O)N2CCC(n3cnc4ccccc43)CC2)cc1	12	-4	-4	0	9	0	-1.7	-4	1	-2
CCCc1cc(C(=O)OC)c(NC(=O)CCC(=O)O)s1	6	-4	-5	-2	-7	-1	-1.5	3	3	-5
CCN(CC(=O)NCCc1ccc(S(N)(=O)=O)cc1)Cc1nc2ccccc2c(=O)[nH]1	-2	-2	-3	0	-3	-1	0.5	7	0	7
CCC1(C)NC(=O)N(/N=C/c2ccc(C)s2)C1=O (centres undefined)	-4	1	-12	2	-4	6	0.1	0	4	2
CC(=O)n1cc(C2CC(=O)OC3=C2CC(=O)C(C)(C)C3)c2ccccc21 (centres undefined)	2	1	-1	-2	-4	0	-0.8	1	-6	-1
Brc1ccccc1-c1csnn1	-5	2	2	-2	-15	-2	-1.5	-1	1	-5
CO[C@H]1CN(C)C(=O)c2ccc(NC(=O)NC(C)C)cc2OC[C@H](C)NC[C@H]1C	-1	0	2	-6	10	-2	0.9	-2	1	.
COC(=O)CNC(c1ccccc1)c1cc(Br)ccc1NS(=O)(=O)c1ccccc1 (centres undefined)	-8	2	0	-3	-2	4	-1.0	-1	-3	-2
COc1cc(C(=O)N/N=C/c2ccc3c(c2)c2ccccc2n3C)ccc1O	5	-16	-9	1	5	-14	1.1	25	4	-8
CCC(C)(C)NC(=O)C(c1ccccc1Cl)N(Cc1cccnc1)C(=O)CCC(=O)Nc1cc(C)on1 (centres undefined)	-5	-1	-6	-1	15	3	-1.9	-3	5	-3

Random excerpt: 4 records from the list, in no set order.
SMILES	ARFGAP1 inh	NPR2 activator	ABHD4 inh	SMARCA2 act	ASAP1 GAP inh	GC-A act	PG9 Ab binder	rCAG binder	NR1D1 modulator	HTRA1 inh
CO[C@H]1CN(C)C(=O)c2ccc(NC(=O)NC(C)C)cc2OC[C@H](C)NC[C@H]1C	-1	0	2	-6	10	-2	0.9	-2	1	.
CC(=O)Nc1ccc(SCCCC(=O)c2ccccc2)cc1	-7	-3	-3	5	17	-4	0.1	3	-4	-15
COC(=O)CNC(c1ccccc1)c1cc(Br)ccc1NS(=O)(=O)c1ccccc1 (centres undefined)	-8	2	0	-3	-2	4	-1.0	-1	-3	-2
CCN(CC(=O)NCCc1ccc(S(N)(=O)=O)cc1)Cc1nc2ccccc2c(=O)[nH]1	-2	-2	-3	0	-3	-1	0.5	7	0	7

Continued.
SMILES	ARFGAP1 inh	NPR2 activator	ABHD4 inh	SMARCA2 act	ASAP1 GAP inh	GC-A act	PG9 Ab binder	rCAG binder	NR1D1 modulator	HTRA1 inh
COC(=O)c1cc(COC(=O)CNC(=O)c2cccc(C)c2)oc1C	-2	1	-10	-1	-5	-7	1.7	2	-1	-9
CN(c1ccc(OCC(=O)OCC(=O)Nc2ccc([N+](=O)[O-])cc2)cc1)S(=O)(=O)c1cccs1	7	-2	5	0	7	6	0.3	8	1	-8
CNc1c([N+](=O)[O-])cnn1-c1ccc(F)cc1	-11	5	0	-1	-7	8	-1.7	0	-1	-5
O=C(CCc1nc2ccccc2c(=O)[nH]1)N1CCN(S(=O)(=O)c2ccccc2Br)CC1	3	1	5	-2	-6	-5	-0.1	0	-1	-2
O=C(CNC(=O)c1ccco1)OCc1ccc(Cl)cc1	3	-1	-9	-1	-3	-3	2.9	1	5	-2
Nc1nnnn1/N=C/c1cccc(Br)c1	14	3	6	-2	-3	3	-0.8	0	3	1
CC(C)(C)N(Cc1ccccc1)C(=O)COC(=O)c1cccc([N+](=O)[O-])c1	6	1	2	-3	-20	-3	-1.0	-2	-1	-3
COc1cc(C(=O)O)nc2ccc([N+](=O)[O-])cc12	4	2	4	1	4	4	-2.1	-1	-3	2
Cc1ccc(NC(=O)C2CCCN2S(=O)(=O)c2ccc(-c3ccc(=O)[nH]n3)s2)c(C)c1 (centres undefined)	11	-1	-9	0	-14	2	-1.9	14	-6	-9
COc1ccccc1NC(=O)CCCC(=O)OC(C)C(=O)c1ccccc1 (centres undefined)	6	-4	-5	0	15	4	-0.3	-2	3	2
CCC(C(=O)N1CCOCC1)n1c(C(=O)OC)cc2occc21 (centres undefined)	-2	3	2	2	-11	1	1.1	-2	3	4
Cc1ccc(S(=O)(=O)NCCN2CCNC2=O)cc1	-11	3	-10	-9	-18	2	-1.6	0	5	2
CC(C)c1ccccc1NC(=O)Nc1nc(C(N)Cc2ccc(C(F)(F)F)cc2)cs1 (centres undefined)	12	2	10	-2	13	-2	0.2	14	-2	.
Cc1cccc(NC(=S)NCc2cccs2)c1	6	-6	-2	5	3	1	-1.2	2	0	-3
C[C@H](CO)N1C[C@H](C)[C@H](CN(C)Cc2cncnc2)Oc2ncc(C#CC3(O)CCCC3)cc2C1=O	-2	-4	0	-1	-10	-1	0.4	-2	-6	2
COc1ccc(N2C(=O)C3CCCN3C2c2cccc(F)c2)cc1Cl (centres undefined)	8	-9	0	3	4	-12	2.8	0	5	-5
CCCNc1nc2c(c(=O)[nH]c(=O)n2C)n1Cc1ccc(F)cc1	2	26	4	-3	-1	27	1.2	0	-3	-1
CCOC(=O)c1ccc2nc(C)c(C)nc2c1	1	1	5	0	0	-6	0.7	-2	-1	1
N#CCCn1cc(C(=O)Nc2ccc(C(=O)O)cc2)c(-c2cc3ccccc3o2)n1	-8	3	-26	-2	-4	-2	-0.4	10	-6	2
C=CCc1ccc(OCC(O)CN2CCc3ccccc3C2)c(OC)c1 (centres undefined)	-5	-4	-6	-3	-3	-4	-2.4	-6	3	4
O=C1OC(CC(=O)N(Cc2nnc(-c3ccc(Cl)cc3)o2)C2CC2)c2ccccc21 (centres undefined)	-4	2	1	-1	0	-6	0.9	0	-5	5
Cc1ccc(NC(=O)c2cc(C)nc3ccccc23)c(C)c1	5	0	3	0	-7	3	0.0	-3	-2	-2
COc1ccc(C2=NOC(C(=O)NCc3ccccn3)C2)cc1OC (centres undefined)	12	2	-12	5	12	6	-2.7	-1	0	-10
CCC(NC(=O)NCc1cccnc1)(C(F)(F)F)C(F)(F)F	16	8	-6	-2	-3	0	3.1	-1	1	2
Cc1ccc(CNC(=O)C2CC(=O)N(CCC(C)C)C2)cc1 (centres undefined)	6	4	2	-1	-4	5	0.8	-4	-4	0
CN1C(=O)/C(=C\c2cc(N=Nc3ccccc3)ccc2O)SC1=S	9	-3	7	0	15	-13	0.6	12	1	6
CC(C)COC(=O)c1cc(-c2ccc(/C=N/n3cnnc3)o2)ccc1Cl	-7	-1	2	4	5	-1	-0.5	8	-4	-17
CCN1CCN(c2nc3c(c(=O)[nH]c(=O)n3C)n2Cc2cccc(C)c2)CC1	-4	2	-1	-2	-2	-2	0.1	-2	-7	4
Cc1csc(=O)n1CC(=O)Nc1ccc(S(C)(=O)=O)cc1	12	1	2	-3	-10	2	0.4	4	-3	6
N#Cc1c(SCc2ccccc2)nc(N2CCOCC2)c2c1CCCC2	9	37*	0	-2	6	35	-0.6	6	0	-51
CCN(CC)S(=O)(=O)c1ccc(N2CCOCC2)c(NC(=O)c2cc3ccccc3o2)c1	9	4	19	-4	7	-1	2.4	2	-3	-23
Cc1ccc(-n2c(C)nnc2SCC(=O)N2CCc3ccccc3C2)cc1C	0	-7	2	-2	8	-7	1.8	-12	2	4
COc1ccc(NC(=O)CSc2nc3[nH]ncc3c(=O)n2-c2ccccc2C)cc1OC	7	9	1	0	-6	4	-1.3	-1	7	6
COc1ccc(NC(=O)CS(=O)(=O)c2ccccc2Cl)cc1	3	-7	0	-1	-10	3	-1.9	0	-2	4
CC1=C(C(=O)N2CCOCC2)C(c2ccc(C)cc2)NC(=S)N1 (centres undefined)	6	65*	3	0	-1	59*	2.8	1	-1	2
COc1ccc(CCNC(=O)COC(=O)c2cnc(C)cn2)cc1OC	-5	5	-2	4	-2	2	-1.2	2	8	9
COc1ccc(NC(=O)CSc2ccccc2)cn1	1	4	-4	-2	-9	0	-3.4	-2	0	-2
OC[C@H]1O[C@H](c2nc(-c3nc(-c4cccc(-n5cccc5)c4)no3)cs2)C[C@@H]1O	14	1	-9	-1	14	3	-3.4	7	-4	.
CCCOC(=O)Nc1c(C)cccc1C(C)C	9	2	2	-2	-5	-5	-0.8	-3	0	7
COc1cccc(OCc2cc(C(=O)N3CCN(C(C)=O)CC3)no2)c1	2	3	1	2	-1	-1	0.4	1	-3	3
CCOC(=O)N1CCC(N(CCOC)C(=O)Nc2ccc(CC)cc2)CC1	-7	2	-2	0	-7	2	-1.6	-9	-9	-1
O=C(CSc1nnc(-c2cccs2)o1)Nc1cc(Cl)cc(Cl)c1	.	-4	-13	0	.	-1	.	7	-7	.
CCCC(c1nnnn1CS(=O)(=O)c1ccc(C)cc1)N1CCN(CC)CC1 (centres undefined)	11	0	1	4	-8	5	-3.1	-7	-1	.
Cn1c(NCc2ccc3occc3c2)nc2cc(-c3ccc(F)cc3)sc2c1=O	-2	-10	-5	5	2	-7	0.6	4	3	.
C=CCNC(=O)C1CC(=O)N(c2ccc(OCC(=O)Nc3ccc(Cl)c(C(F)(F)F)c3)cc2)C1 (centres undefined)	-7	1	-12	-1	15	3	2.7	1	1	2
COc1ccc(C(=O)CSc2ccc(-c3ccc(C)cc3)nn2)cc1	16	-2	-14	2	3	2	0.9	0	-2	-36
CCCc1nnc(NC(=O)c2cc3ccccc3o2)s1	3	-3	-2	-2	-5	1	-2.7	1	6	6
COc1cc(C(=O)Nc2ccccc2-c2nnn(CC(N)=O)n2)cc(OC)c1OC	-12	-2	-2	-5	14	-2	1.2	2	3	3
O=C(NC1CCCCC1)C(c1ccncc1)n1c(=O)c(-c2ccccc2)nc2ccccc21 (centres undefined)	-2	-9	1	0	-1	-7	0.1	2	7	.
N#CC1=C(N)Oc2n[nH]c(-c3ccccc3)c2C1c1ccsc1 (centres undefined)	3	-7	4	0	13	-13	0.4	6	1	8
O=C(C1CC=CCC1)N1CCC(CO)(Cc2ccc(Cl)cc2)CC1 (centres undefined)	6	-1	0	1	0	-4	0.1	-6	-5	-7
CCCn1c(SCC(=O)NCCc2ccccc2)nnc1-c1ccccn1	-15	-2	-5	-5	-4	-6	-0.6	-3	-3	1
O=C(NC(=S)Nc1ccccc1OC(F)F)c1ccc2c(c1)OCO2	-10	-3	-11	0	-7	-2	2.1	3	5	-1

Source: PubChem BioAssay (several laboratories)
